Pf Dd2 growth: blocks in vitro growth of P. falciparum Dd2; P. falciparum Dd2 growth, SYBR Green, 72 h; Potency, µM (series often up to 28.9 µM), for the others: at the highest dose activity, negative = inhibition, usual class: inhibitors; hit rate 4.3% among 120,000; active = well fitted inhibition curve with a large enough effect; inconclusive = small, poorly fitted or top-dose-only effect; inactive = no such curve, though single readings can be large or run the other way;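 also: plate controls were DMSO vehicle for no effect and reference drug for full effect; nearly all actives have a fitted effect of over 65% in size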
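Readout: SYBR Green fluorescence, 485 nm excitation, 535 nm emission, after ~16 h lysis at 37C. Before that, Dd2-infected red cells (2.5% hematocrit) grew 72 h with compound, 29 uM top final concentration.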
* hit, by the source's call; [ ] = dose if it differs, or a comment. Potency is read from the fitted curve at half-maximal effect.

Screening O=C(c1ccccc1F)N1CCC2(CC1)COc1ccccc1NC2=O returned Pf Dd2 growth 5%.
COc1ccc(CC(=O)NCc2ccc3c(c2)CCN3C(=O)c2cccc(C)c2)cc1 was read as Pf Dd2 growth inactive.
O=C1Nc2ccccc2CC12CN([S+](=O)([O-])c1ccccc1)C2 was read as Pf Dd2 growth 4%.
Screening O=C(c1ccncc1)N1CCC(Cc2nc(-c3ccccc3)n[nH]2)CC1 returned Pf Dd2 growth inconclusive.
`Cn1cc(CN2Cc3c(cc(N4CCOCC4)nc3-c3ccc(CO)cc3)C2=O)cn1` gave Pf Dd2 growth inactive.
For Cn1ccnc1C(=O)N1CC(F)(F)C[C@H]1c1nc(C2CC2)no1 the results were Pf Dd2 growth 22%.
Screening CN(Cc1ccccc1)Cc1cc(CC2(NCc3ccc(OC(F)(F)F)cc3)COC2)no1 returned Pf Dd2 growth -27%.
`CCn1c(=O)cc(OCC(=O)Nc2ccccc2Cl)c2ccccc21` gave Pf Dd2 growth inactive.
Screening COc1ccc(Br)cc1CNC(=O)C1CCN(c2nnc(-n3cccc3CNc3ccc(C)cc3)s2)CC1 returned Pf Dd2 growth inconclusive.
Screening CSCCC(=O)N1CCCC1C(=O)Nc1cccc(-n2cccn2)c1 (stereo not given) returned Pf Dd2 growth -12%.
`O=C1NCCCCCCN(Cc2ccc(F)c(F)c2)[C@H]2CCC[C@@H]12` gave Pf Dd2 growth inconclusive.
Screening O=C(C[C@@H]1O[C@H](CNCc2ccc(F)cc2)[C@@H](O)[C@H]1O)NCc1ccc(F)cc1 returned Pf Dd2 growth 4%[44.1 µM].

Some of these compounds in order of count of non-hydrogen atoms, descending:
Screening O=C(C[C@@H]1O[C@H](CNCc2ccc(F)cc2)[C@@H](O)[C@H]1O)NCc1ccc(F)cc1 returned Pf Dd2 growth 4%[44.1 µM].
Screening O=C(c1ccccc1F)N1CCC2(CC1)COc1ccccc1NC2=O returned Pf Dd2 growth 5%.
O=C1Nc2ccccc2CC12CN([S+](=O)([O-])c1ccccc1)C2 was read as Pf Dd2 growth 4%.

Following part
`Oc1ccc(CCC2CCCCN2Cc2nc(Cc3cccc(F)c3)no2)cc1` (stereo not given) gave Pf Dd2 growth 5µM*.
`COc1cccc2c1Oc1ncccc1N(C(=O)CCC(=O)NCc1ccccc1Cl)C2` gave Pf Dd2 growth -19%.
For CCC(=O)N1CCc2cc(S(=O)(=O)NC(Cc3ccccc3)C(=O)NCc3ccc(F)cc3)ccc21 (stereo not given) the results were Pf Dd2 growth 4%.
For CC(C)Oc1ccc(C(=O)N2[C@@H]3CC[C@H]2CC(NC(=O)c2ccncc2)C3)cc1 (stereo not given in full) the results were Pf Dd2 growth inactive.
For CN(C)C(=O)c1nc2sccn2c1Br the results were Pf Dd2 growth 23%[44.1 µM].
Screening COc1ccc(-c2c3c(=O)n(C)c(=O)n(C)c3c3c(-c4ccc(C)cc4)nc4ccccc4n23)cc1 returned Pf Dd2 growth inactive.
COC(=O)c1sccc1S(=O)(=O)N(CC(=O)NCc1ccc(C)cc1)c1ccccc1 was read as Pf Dd2 growth 19%.
`Cn1ccnc1CNC(=O)C[C@@H]1C[C@H]2O[C@H](CNC(=O)NCc3ccccc3)[C@@H](O)[C@H]2O1` gave Pf Dd2 growth 28%.
Screening Cc1cccc(C)c1NC(=O)CSc1nccn1C returned Pf Dd2 growth 66%[activator].
CCNC(=O)NC[C@H]1COCc2nc3cc(C(=O)OC)ccc3n21 was read as Pf Dd2 growth 0%[44.1 µM].
`COCc1nc(C2CCN(S(=O)(=O)c3cccc(OC)c3)C2)no1` (stereo not given) gave Pf Dd2 growth -18%.
`O=C(Nc1ccc2c(c1)C(=O)N1CCC[C@H]1C(=O)N2)c1n[nH]c2c1CCC2` gave Pf Dd2 growth inactive.
Screening COCCN1C[C@H]2CN(Cc3ccccn3)CCN2C1=O returned Pf Dd2 growth -9%[44.1 µM].
For Cc1cc(=O)n(CC(=O)NCc2ccc(OC(C)C)cc2)c2c1c(C)nn2-c1cccc(F)c1 the results were Pf Dd2 growth inactive.
For Cc1c(NC(=O)Cc2ccc(Cl)cc2)cccc1-c1nc2cccnc2s1 the results were Pf Dd2 growth inconclusive.
CC(=O)c1ccc(N2CCN(C(=O)CCCn3c(=O)[nH]c4ccsc4c3=O)CC2)cc1 was read as Pf Dd2 growth inactive.
For Cn1ccnc1-c1nccn1CC(CO)Cc1ccsc1 (stereo not given) the results were Pf Dd2 growth -5%.
Screening CCN(CC)C(=O)[C@@H]1CCC[C@@H](NCc2cccc(Cl)c2)CN(C)C(=O)C1 returned Pf Dd2 growth inactive.
For Cc1ncoc1C(=O)NC1CCc2nn(CC3CC3)c(=O)n2CC1 (stereo not given) the results were Pf Dd2 growth inactive.
Cc1cc(C)c(/C=C/c2onc(C)c2S(=O)(=O)N2CCC(C(=O)N3CCN(c4ccccc4)CC3)CC2)c(C)c1 was read as Pf Dd2 growth 48%[activator].
For CNC(=O)[C@@H]1C[C@H](Oc2ccccc2)CN1C(=O)c1cc(C)n(C)n1 the results were Pf Dd2 growth -24%.
Screening COc1ccccc1OCCNC(=O)CN1CC2CC(C1)[C@H]1CCCC(=O)N1C2 (stereo not given in full) returned Pf Dd2 growth inactive.
CCC(=O)N1CCc2cc(CNS(=O)(=O)c3ccc(Br)s3)ccc21 was read as Pf Dd2 growth 12%.
O=S(=O)(c1ccc(F)cc1)N1[C@H]2CC[C@@H]1c1cncnc1C2 was read as Pf Dd2 growth -7%.
Screening O=C(NC1CC(c2nnc(CO)n2C2CC2)C1)c1ccc2c(c1)CCO2 (stereo not given) returned Pf Dd2 growth -22%.
`COc1ccc(-c2cnc(C)o2)cc1S(=O)(=O)Nc1ccc(NC(C)=O)cc1` gave Pf Dd2 growth 69%[activator].
COCCN(CCOC)CC[C@@H]1CC[C@H](O)[C@@H](C(=O)NC2CCCCC2)O1 was read as Pf Dd2 growth -12%[44.1 µM].
COc1ccc(CCN2CC(C(=O)N3CCN(C)CC3)CCC2=O)cc1 (stereo not given) was read as Pf Dd2 growth -4%.
`Cn1nc(-c2ccc3ccccc3c2)cc1[C@H]1CN2CC[C@H]1C[C@@H]2CNC(=O)c1ccco1` gave Pf Dd2 growth inconclusive.
CN(Cc1cccn1C)C1CCOc2ccccc21 (stereo not given) was read as Pf Dd2 growth 0%[44.1 µM].
For Cc1ccc2cccc(NC(=O)C(C)Oc3ccc(Cl)cc3Cl)c2n1 (stereo not given) the results were Pf Dd2 growth inconclusive.
Screening O=C(C1CC1)N1CCN2C(=O)N(C3CCCCC3)C[C@H]2C1 returned Pf Dd2 growth inconclusive.
`O=C(Cc1cccc([N+](=O)[O-])c1)NCc1nc2cccnc2n1Cc1ccc(F)cc1` gave Pf Dd2 growth inactive.
CSc1ncc(Cl)c(C(=O)Nc2ccc(S(=O)(=O)N3CCC(C)CC3)cc2)n1 was read as Pf Dd2 growth inactive.
Screening CCn1ccc(C(=O)NCC2Cn3cccc3C(=O)N2Cc2ccccc2)n1 (stereo not given) returned Pf Dd2 growth 2%.
`CCOc1ccc(NC(=O)CCS(=O)(=O)c2ccc3c(c2)n(C)c(=O)c(=O)n3C)cc1` gave Pf Dd2 growth 14%.
Screening COc1cccc(NC(=O)CSc2nnc3[nH]c(=O)cc(-c4ccccc4)n23)c1 returned Pf Dd2 growth inactive.
CCn1cc(CN2CCc3nc(N4CCN(C)CC4)[nH]c(=O)c3CC2)c2ccccc21 was read as Pf Dd2 growth inconclusive.
CC(=O)NCCNc1nc2c(-c3cccc(C)c3)nnn2c2ccc(Cl)cc12 was read as Pf Dd2 growth 15%.
`Cc1ccccc1CNC(=O)C(=O)NCC(c1ccc2c(c1)OCO2)N1CCOCC1` (stereo not given) gave Pf Dd2 growth -9%.
`CCOc1cc(=O)n2c(c1C(=O)NC1CCCC1)CCCCC2` gave Pf Dd2 growth 14%.
For Cn1cc(S(=O)(=O)c2ccccc2)c(=O)c2cc(F)c(N3CCCCC3)cc21 the results were Pf Dd2 growth 1%.
`CCc1ccc(NC(=O)C(=O)NCCc2sc(-c3ccc(OC)c(OC)c3)nc2C)cc1` gave Pf Dd2 growth 3%.
Screening CCOc1ccc(NC(=O)c2cnc(N3CCCC3)nc2C)cc1 returned Pf Dd2 growth 53%[activator].
For CC1=C[C@@H](CNC(=O)c2ccncc2)[C@H](C(C)C)C[C@H]1CC(=O)N1CCN(C)CC1 the results were Pf Dd2 growth inconclusive.
O=C(Nc1ccc2ncnc(N3CCCCC3)c2c1)c1ccc(F)c(F)c1 was read as Pf Dd2 growth -7%.
`COc1ccc(Nc2ccnc(N3CC4CCC(C3)N4CC(F)(F)F)n2)cc1` gave Pf Dd2 growth inconclusive.
Screening O=C(c1ccc(F)cc1)N1C[C@H]2OC(=O)N(CCCN3CCOCC3)[C@H]2C1 returned Pf Dd2 growth -20%.

Structural class: the compounds so far with two or more sulfur atoms (three)
COC(=O)c1sccc1S(=O)(=O)N(CC(=O)NCc1ccc(C)cc1)c1ccccc1 was read as Pf Dd2 growth 19%.
CCC(=O)N1CCc2cc(CNS(=O)(=O)c3ccc(Br)s3)ccc21 was read as Pf Dd2 growth 12%.
CSc1ncc(Cl)c(C(=O)Nc2ccc(S(=O)(=O)N3CCC(C)CC3)cc2)n1 was read as Pf Dd2 growth inactive.

Further compounds.
`CC(C)NC(=O)C[C@@H]1c2nc(NC(=O)c3ccc(F)cc3)sc2C[C@@H]2[C@](C)(CO)[C@H](O)CC[C@]21C` gave Pf Dd2 growth inactive.
Screening COc1cccc(CNC(=O)[C@@H]2C[C@@H](O)CN2C2CCN(C(=O)c3cccs3)CC2)c1 returned Pf Dd2 growth 8.9µM*.
`COCCC(=O)N1CCCC(N2CCN(c3cccc(C(F)(F)F)c3)CC2)C1` (stereo not given) gave Pf Dd2 growth -8%.
Screening Cc1noc(-c2ccccc2Cl)c1C(=O)N1CCC(Cc2ccccc2)CC1 returned Pf Dd2 growth -23%.
`COc1cc(C2c3c(-c4ccc(C)cc4)n[nH]c3C(=O)N2c2ccc(F)cc2)ccc1O` (stereo not given) gave Pf Dd2 growth inactive.
COc1ccc(-c2nc(C(=O)N3CCN(c4ncccn4)CC3)n3ccccc23)cc1 was read as Pf Dd2 growth inconclusive.
Screening CCOC(=O)c1c(C)oc2nc(C)nc(NCc3ccc(OC)cc3OC)c12 returned Pf Dd2 growth -1%.
For O=C(Nc1ccccc1)c1nc2c(o1)CCN(CC1CC1)CC2 the results were Pf Dd2 growth inactive.
Screening CCc1nnc(NC(=O)CSc2nccn2-c2ccc(OC)cc2)s1 returned Pf Dd2 growth inactive.
For O=C(c1cccc2[nH]ccc12)N1CCC(n2cc(-c3nc(-c4ccccc4)no3)nn2)CC1 the results were Pf Dd2 growth -24%.
Screening O=C(O)C1CCc2nnc(C3CCN(C(=O)C4CCCCC4)CC3)n21 (stereo not given) returned Pf Dd2 growth 14%.
CNC(=O)c1cc(-c2cccnc2)cc2c1OCCN2Cc1cccnc1 was read as Pf Dd2 growth inactive.
`C=CCn1cc2c3c(cccc31)[C@H](CC(C)C)N[C@H](C(=O)NCc1ccc(OC)cc1)C2` gave Pf Dd2 growth inactive.
For COCCc1noc(C2Cc3ccccc3N2C(=O)Nc2ccc(C)cc2C)n1 (stereo not given) the results were Pf Dd2 growth inactive[5.79 µM].
Screening Cn1cc(CN2C[C@@H]3C[C@H](C2)c2ccc(NC(=O)COc4ccccc4)c(=O)n2C3)c2ccccc21 returned Pf Dd2 growth -3%.
O=C(NCCn1ccn2nc(-c3ccc(F)cc3)cc2c1=O)c1n[nH]c2c1CCCC2 was read as Pf Dd2 growth inconclusive.
CSc1ccc(CCNC(=O)CN2C(=O)c3cccnc3Oc3ccc(Cl)cc32)cc1 was read as Pf Dd2 growth 20%.
Screening O=C1NC2(CCN(S(=O)(=O)c3cccc(C(F)(F)F)c3)C2)N=C1c1ccccn1 (stereo not given) returned Pf Dd2 growth -18%.
O=C(c1nc(-c2cccc(C(F)(F)F)c2)c2cnccn12)N1CCOCC1 was read as Pf Dd2 growth -4%.
Screening Cc1nc(CC(=O)N2CCCC(c3ccc(C(=O)O)cc3)C2)cs1 (stereo not given) returned Pf Dd2 growth -6%.
`CN1CCC(N2CCCC(NC(=O)c3cnc4ccccc4c3)C2)CC1` (stereo not given) gave Pf Dd2 growth -13%.
For O=c1c2nc(-c3ccccc3F)ccc2ncn1Cc1ccccn1 the results were Pf Dd2 growth inconclusive.
For CCNC(=O)N1CCCC1c1nc(C2CCOCC2)no1 (stereo not given) the results were Pf Dd2 growth -15%.
COc1cc2c(cc1OCc1ccccc1)N(C(=O)c1ccnn1C)CC21CCN(C)CC1 was read as Pf Dd2 growth inconclusive.

Structural class: those above with a furan ring, fused or not
`Cn1nc(-c2ccc3ccccc3c2)cc1[C@H]1CN2CC[C@H]1C[C@@H]2CNC(=O)c1ccco1` gave Pf Dd2 growth inconclusive.
Screening CCOC(=O)c1c(C)oc2nc(C)nc(NCc3ccc(OC)cc3OC)c12 returned Pf Dd2 growth -1%.

Further compounds follow:
Cc1ccccc1NC(=O)Cn1c(=O)n(CCc2ccccc2)c(=O)c2sc3ccccc3c21 was read as Pf Dd2 growth inconclusive.
`COC(=O)c1cc(NC(=O)CN(c2ccccc2)S(=O)(=O)N(C)C)ccc1Cl` gave Pf Dd2 growth -5%.
`CC(=O)Nc1ccc(-c2nnc(SCC(=O)c3ccc([N+](=O)[O-])cc3)o2)cc1` gave Pf Dd2 growth 11%.
For CCc1cc(=O)n(CC(=O)Nc2ccccc2)c(-c2cccc(F)c2)n1 the results were Pf Dd2 growth -21%.
For Cc1nc2cccnc2n1CC1CCCN(S(=O)(=O)c2ccc(C(C)C)cc2)C1 (stereo not given) the results were Pf Dd2 growth inactive.
For O=C(c1ccc2c(c1)OCO2)N1CCC(Cc2nc(-c3ccc(F)cc3)no2)CC1 the results were Pf Dd2 growth inactive.

Assay outcomes deposited in PubChem BioAssay by National Center for Advancing Translational Sciences (NCATS).

A portion of the library, so the mix of outcomes need not match the whole.
